DDE Tn6 FP inh = disrupts Tn6 cyclic peptide binding to fibrin D-Dimer-E complex. P02675. Fibrin DD(E) TRITC-Tn6 fluorescence polarization displacement. inhibition, % at 8.3 µM. actives 0.21% (n = 370,000);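 active = inhibition above a per-campaign cutoff: mean of compounds within control limits plus 3 SD, cut at about 15% in these data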;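 note: 0% = median of all compound wells on the plate and 100% = blocking peptide control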
ASAP1 inh = blocks human ASAP1-stimulated Arf1 GTP hydrolysis; actives 0.19% (n = 360,000); inhibition, % at 16.5 µM; GDP FP detection; in the data active = inhibition above about 25%;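 note: 0% = vehicle with enzyme and substrate and 100% = no enzyme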
Target sequence (Q9ULH1 325-724 limits assumed): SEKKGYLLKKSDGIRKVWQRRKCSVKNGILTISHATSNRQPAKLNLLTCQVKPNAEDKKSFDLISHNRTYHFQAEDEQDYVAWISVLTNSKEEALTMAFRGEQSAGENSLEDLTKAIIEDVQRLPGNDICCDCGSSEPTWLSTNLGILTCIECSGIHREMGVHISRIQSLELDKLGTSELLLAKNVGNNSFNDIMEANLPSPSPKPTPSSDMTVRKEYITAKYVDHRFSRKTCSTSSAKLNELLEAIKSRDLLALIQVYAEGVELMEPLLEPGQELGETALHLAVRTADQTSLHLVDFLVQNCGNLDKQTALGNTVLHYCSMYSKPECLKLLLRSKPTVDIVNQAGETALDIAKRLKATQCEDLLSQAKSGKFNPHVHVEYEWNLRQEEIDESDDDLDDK
LEDGF integ inh = blocks HIV-1 LEDGF/p75-dependent DNA integration; actives 0.64% (n = 370,000); AID 743269; TR-FRET IN-LEDGF/p75 DNA integration, Eu/Cy5; inhibition, % at 3.7 µM;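 active = inhibition above the screen-wide mean plus 3 SD, cut at about 13% in these data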;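 note: signal is the Cy5 over europium emission ratio at 671 and 618 nm; 0% = plate median of compound wells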
proKLK7 act = activates the human kallikrein-7 zymogen | actives 0.9% (n = 370,000) | AID 652039 | activation, % at 7 µM | purified proKLK7, EDANS-DABCYL substrate fluorescence; 100% is mature enzyme control, 0% vehicle | P49862;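 active = activation above the mean of all tested compounds plus 3 SD, computed per campaign excluding outliers beyond control limits, cut at about 13% in these data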
ADAM10 inh = inhibits human ADAM10. O14672. AID 720582. actives 0.62% (n = 370,000). inhibition, % at 7 µM. recombinant ADAM10, EDANS/DABCYL FRET peptide cleavage, 3 h;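 active = inhibition above a per-campaign cutoff equal to the mean of compounds falling between control-based bounds plus 3 SD, cut at about 20% in these data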;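 note: 0% = DMSO wells while the 100% control is not disclosed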
ARFGAP1 inhibitor = inhibitors of rat ARFGAP1 | Q62848 | Arfgap1-stimulated ARF1 GTP hydrolysis, GDP FP detection | inhibition, % at 16.5 µM | actives 0.26% (n = 360,000) | AID 651572;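 active = inhibition above a per-plate limit, mean inhibition of low control wells plus 3 SD, cut at about 25% in these data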;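 note: 0% = DMSO wells with enzyme and 100% = wells lacking Arfgap1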
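Material: truncated rat Arfgap1 GAP domain; Incubation: compound-enzyme preincubation 20 min, reaction 120 min, detection 60 min, 25 °C; Read-out: percent inhibition of Arfgap1-stimulated GTP hydrolysis; Technique: FP, GDP Alexa 633 tracer displaced from anti-GDP antibody, 620/688 nm; Controls: No-Arfgap1 wells (100%) versus DMSO full-reaction wells (0%); Replication: single well per compound.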
TDP2 inh = blocks human TDP2 phosphodiesterase activity; O95551; recombinant TDP2, T5PNP hydrolysis, p-nitrophenol absorbance 415 nm; actives 0.34% (n = 370,000); inhibition, % at 12.8 µM;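 active = inhibition above the mean of all tested compounds plus 3 SD, set per campaign, cut at about 25% in these data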;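 note: 0% = DMSO with enzyme and 100% = buffer with substrate but no TDP2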
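Assay system: Recombinant human TDP2 | Quantity: 120 nM TDP2 per well | Incubation: 2 h at 37 °C | Signal: Epi absorbance | Evaluation: Percent inhibition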
ADAM17 inh = inhibits human ADAM17 | actives 0.83% (n = 370,000) | AID 720648 | recombinant ADAM17, EDANS/DABCYL FRET peptide cleavage | P78536 | inhibition, % at 6.95 µM;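 active = inhibition above the mean of compounds lying between control limits plus 3 SD, set per campaign, cut at about 8.5% in these data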;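 note: 0% = DMSO-only wells as the low control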
Target sequence (P78536 215-824 limits assumed): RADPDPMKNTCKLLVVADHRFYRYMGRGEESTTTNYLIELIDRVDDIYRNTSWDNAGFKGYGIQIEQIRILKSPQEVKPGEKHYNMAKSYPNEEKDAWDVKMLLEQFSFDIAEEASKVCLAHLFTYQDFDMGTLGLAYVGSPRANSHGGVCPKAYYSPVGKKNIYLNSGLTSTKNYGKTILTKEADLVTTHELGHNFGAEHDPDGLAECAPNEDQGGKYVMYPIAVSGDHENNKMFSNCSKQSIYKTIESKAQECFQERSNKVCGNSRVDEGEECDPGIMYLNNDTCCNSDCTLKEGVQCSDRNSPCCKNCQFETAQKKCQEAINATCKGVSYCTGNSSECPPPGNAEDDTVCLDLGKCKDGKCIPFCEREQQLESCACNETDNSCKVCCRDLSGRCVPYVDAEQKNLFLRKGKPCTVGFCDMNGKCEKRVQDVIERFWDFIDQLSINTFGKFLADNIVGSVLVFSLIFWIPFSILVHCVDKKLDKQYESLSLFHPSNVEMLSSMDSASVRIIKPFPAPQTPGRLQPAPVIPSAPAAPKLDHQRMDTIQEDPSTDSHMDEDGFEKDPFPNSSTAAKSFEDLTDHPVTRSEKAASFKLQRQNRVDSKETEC
PLC-gamma1 inh = blocks human PLC-gamma1 enzyme activity. P19174. purified PLC-gamma1, fluorogenic substrate, fluorescence. inhibition, % at 12.2 µM. actives 0.84% (n = 370,000). AID 720700; in the data active = inhibition above about 9.5%
DDE Tn7 FP inh = inhibitors of Tn7 peptide binding to human fibrin DD(E). P02675. FP displacement of FITC-Tn7 peptide from fibrin DD(E); 0% = median of compound wells per plate. inhibition, % at 8.3 µM. actives 0.13% (n = 370,000). AID 720508;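 active = inhibition above the mean of compounds falling within the control limits plus 3 SD of them, cut at about 14% in these data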;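 note: 0% = plate median of compound wells and 100% = 10 µM Aha-Tn7 peptide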
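Assay system: Fibrin-DD(E) protein isolated from polymerized human fibrin clots; read-out basis: percent inhibition; medium: Tris/NaCl/CaCl2 buffer, pH 7.8; signal: FP measurement; incubation: 10 min plus 3 h, room temperature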
Numbers without * were called inactive.

COc1ccccc1CN1CC(C(=O)NCc2cccc(C)n2)CCC1=O (stereo unspecified) was read as DDE Tn6 FP inh 7, ASAP1 inh -14, LEDGF integ inh -1, proKLK7 act 0.3, ADAM10 inh -74, ARFGAP1 inhibitor 12, TDP2 inh 3, ADAM17 inh 0, PLC-gamma1 inh -3 and DDE Tn7 FP inh 0.
For COc1ccccc1N(CC(=O)NCCSCc1ccc(Cl)cc1)S(C)(=O)=O the results were DDE Tn6 FP inh -2, ASAP1 inh -5, LEDGF integ inh -3, proKLK7 act -0.1, ADAM10 inh 2, ARFGAP1 inhibitor -11, TDP2 inh -13, ADAM17 inh 1, PLC-gamma1 inh 3 and DDE Tn7 FP inh 1.
O=C(CCCSc1nc2ccccc2s1)Nc1nccs1 was read as DDE Tn6 FP inh 0, ASAP1 inh -2, LEDGF integ inh -5, proKLK7 act 0.1, ADAM10 inh -10, ARFGAP1 inhibitor 11, TDP2 inh -3, ADAM17 inh 0, PLC-gamma1 inh 4 and DDE Tn7 FP inh 0.
CCn1c(SCC(=O)N(C)C2CCS(=O)(=O)C2)nnc1-c1cccs1 (stereo unspecified) was read as DDE Tn6 FP inh 0, ASAP1 inh 7, LEDGF integ inh 2, proKLK7 act -0.4, ADAM10 inh 3, ARFGAP1 inhibitor -4, TDP2 inh -7, ADAM17 inh -1, PLC-gamma1 inh -1 and DDE Tn7 FP inh -1.
For CCOC(=O)N1CCN(CC(=O)c2ccc(O)c(C)c2O)CC1 the results were DDE Tn6 FP inh 0, ASAP1 inh -5, LEDGF integ inh 5, proKLK7 act -1.1, ADAM10 inh -72, ARFGAP1 inhibitor 4, TDP2 inh 5, ADAM17 inh -27, PLC-gamma1 inh -35 and DDE Tn7 FP inh -1.
`O=S(=O)(Nc1cccc(S(=O)(=O)N2CCOCC2)c1)c1ccc(Cl)s1` gave DDE Tn6 FP inh -2, ASAP1 inh -3, LEDGF integ inh -2, proKLK7 act 0.0, ADAM10 inh -1, ARFGAP1 inhibitor 5, TDP2 inh 5, ADAM17 inh -2, PLC-gamma1 inh 0 and DDE Tn7 FP inh -5.
O=C(NCCOc1ccccc1F)C1CCC(=O)N(CCc2cccc(F)c2)C1 (stereo unspecified) was read as DDE Tn6 FP inh 5, ASAP1 inh 7, LEDGF integ inh 4, proKLK7 act -0.8, ADAM10 inh -1, ARFGAP1 inhibitor -13, TDP2 inh -6, ADAM17 inh -4, PLC-gamma1 inh -2 and DDE Tn7 FP inh -7.
For CCC(C)(C)NC(=O)C(c1ccccn1)N(C(=O)c1csnn1)c1ccc(C)c(C)c1 (stereo unspecified) the results were DDE Tn6 FP inh 4, ASAP1 inh -4, LEDGF integ inh 0, proKLK7 act 0.0, ADAM10 inh 1, ARFGAP1 inhibitor 5, TDP2 inh -2, ADAM17 inh -1, PLC-gamma1 inh -2 and DDE Tn7 FP inh 4.
For CCOC(=O)c1c[nH]c2c(C)ccc(Cl)c2c1=O the results were DDE Tn6 FP inh 1, ASAP1 inh 2, LEDGF integ inh 0, proKLK7 act 0.2, ADAM10 inh -3, ARFGAP1 inhibitor 4, TDP2 inh -1, ADAM17 inh -1, PLC-gamma1 inh 2 and DDE Tn7 FP inh 0.
`COc1cc2c(cc1OC)C(c1ccccc1)N(S(C)(=O)=O)CC2` (stereo unspecified) gave DDE Tn6 FP inh 1, ASAP1 inh -4, LEDGF integ inh 7, proKLK7 act 0.7, ADAM10 inh 3, ARFGAP1 inhibitor 1, TDP2 inh 4, ADAM17 inh 2, PLC-gamma1 inh 5 and DDE Tn7 FP inh -2.
O=C(Nc1ccc2c(c1)OCCO2)C1CCCN(S(=O)(=O)Cc2ccccc2)C1 (stereo unspecified) was read as DDE Tn6 FP inh 4, ASAP1 inh -15, LEDGF integ inh 1, proKLK7 act 0.5, ADAM10 inh -4, ARFGAP1 inhibitor -2, TDP2 inh -11, ADAM17 inh -5, PLC-gamma1 inh -1 and DDE Tn7 FP inh 4.
`COc1ccc(-n2c(=O)/c(=C\c3cccs3)s/c2=C(/C#N)C(=O)NCCN2CCOCC2)cc1` gave DDE Tn6 FP inh -1, ASAP1 inh -9, LEDGF integ inh 5, proKLK7 act -1.0, ADAM10 inh 0, ARFGAP1 inhibitor -5, TDP2 inh 12, ADAM17 inh -1, PLC-gamma1 inh -2 and DDE Tn7 FP inh 7.
For Oc1cc2c(cc1O)[C@@H](c1ccccc1)CNCC2 the results were DDE Tn6 FP inh 8, ASAP1 inh -12, LEDGF integ inh -5, proKLK7 act 0.3, ADAM10 inh 1, ARFGAP1 inhibitor -7, TDP2 inh 1, ADAM17 inh -3, PLC-gamma1 inh -1 and DDE Tn7 FP inh 11.
Screening COc1ccc(C(=O)NCc2cn3cccc(C)c3n2)cc1OC returned DDE Tn6 FP inh -4, ASAP1 inh 13, LEDGF integ inh -8, proKLK7 act 0.2, ADAM10 inh -19, ARFGAP1 inhibitor 7, TDP2 inh 4, ADAM17 inh 0, PLC-gamma1 inh -1 and DDE Tn7 FP inh -4.
Screening Cc1ccc(Cl)cc1N1CCN(C(=O)c2cc3c(=O)n(C)c4ccccc4c3n2C)CC1 returned DDE Tn6 FP inh 1, ASAP1 inh -2, LEDGF integ inh -2, proKLK7 act 0.5, ADAM10 inh -11, ARFGAP1 inhibitor 2, TDP2 inh -2, ADAM17 inh 0, PLC-gamma1 inh 2 and DDE Tn7 FP inh 4.

By substructure, those above containing four or more nitrogen atoms (four)
CCn1c(SCC(=O)N(C)C2CCS(=O)(=O)C2)nnc1-c1cccs1 (stereo unspecified) was read as DDE Tn6 FP inh 0, ASAP1 inh 7, LEDGF integ inh 2, proKLK7 act -0.4, ADAM10 inh 3, ARFGAP1 inhibitor -4, TDP2 inh -7, ADAM17 inh -1, PLC-gamma1 inh -1 and DDE Tn7 FP inh -1.
For CCC(C)(C)NC(=O)C(c1ccccn1)N(C(=O)c1csnn1)c1ccc(C)c(C)c1 (stereo unspecified) the results were DDE Tn6 FP inh 4, ASAP1 inh -4, LEDGF integ inh 0, proKLK7 act 0.0, ADAM10 inh 1, ARFGAP1 inhibitor 5, TDP2 inh -2, ADAM17 inh -1, PLC-gamma1 inh -2 and DDE Tn7 FP inh 4.
`COc1ccc(-n2c(=O)/c(=C\c3cccs3)s/c2=C(/C#N)C(=O)NCCN2CCOCC2)cc1` gave DDE Tn6 FP inh -1, ASAP1 inh -9, LEDGF integ inh 5, proKLK7 act -1.0, ADAM10 inh 0, ARFGAP1 inhibitor -5, TDP2 inh 12, ADAM17 inh -1, PLC-gamma1 inh -2 and DDE Tn7 FP inh 7.
Screening Cc1ccc(Cl)cc1N1CCN(C(=O)c2cc3c(=O)n(C)c4ccccc4c3n2C)CC1 returned DDE Tn6 FP inh 1, ASAP1 inh -2, LEDGF integ inh -2, proKLK7 act 0.5, ADAM10 inh -11, ARFGAP1 inhibitor 2, TDP2 inh -2, ADAM17 inh 0, PLC-gamma1 inh 2 and DDE Tn7 FP inh 4.

Carrying on:
For CCN1CCN(c2ccc(S(=O)(=O)N3CCCCC3)cc2NC(=O)Cc2ccccc2F)CC1 the results were DDE Tn6 FP inh -2, ASAP1 inh 8, LEDGF integ inh -2, proKLK7 act 0.5, ADAM10 inh 5, ARFGAP1 inhibitor -3, TDP2 inh 0, ADAM17 inh -12, PLC-gamma1 inh 2 and DDE Tn7 FP inh 11.
COC(=O)c1sccc1NC(=O)/C=C/c1ccc(Cl)cc1 was read as DDE Tn6 FP inh 2, ASAP1 inh 6, LEDGF integ inh 2, proKLK7 act 0.1, ADAM10 inh 2, ARFGAP1 inhibitor -4, TDP2 inh 5, ADAM17 inh -1, PLC-gamma1 inh -2 and DDE Tn7 FP inh 9.
For O=C(CCSc1ccccc1)NCCN1CCOCC1 the results were DDE Tn6 FP inh 3, ASAP1 inh 6, LEDGF integ inh -3, proKLK7 act 0.7, ADAM10 inh -7, ARFGAP1 inhibitor 0, TDP2 inh 4, ADAM17 inh 0, PLC-gamma1 inh 0 and DDE Tn7 FP inh -1.
For COc1ccccc1N1CCN(S(=O)(=O)CCNC(=O)C2CC2)CC1 the results were DDE Tn6 FP inh -3, ASAP1 inh 9, LEDGF integ inh 2, proKLK7 act 0.1, ADAM10 inh -4, ARFGAP1 inhibitor 3, TDP2 inh -7, ADAM17 inh -2, PLC-gamma1 inh 4 and DDE Tn7 FP inh 0.
`CCC1CCCCN1C(=O)CN1C(=O)CSC1=O` (stereo unspecified) gave DDE Tn6 FP inh 0, ASAP1 inh 14, LEDGF integ inh 1, proKLK7 act -0.2, ADAM10 inh 2, ARFGAP1 inhibitor 14, TDP2 inh 2, ADAM17 inh 3, PLC-gamma1 inh 1 and DDE Tn7 FP inh -4.
CCCCCC1CC(CC(=O)Nc2ccc([N+](=O)[O-])cc2)C(=O)O1 (stereo unspecified) was read as DDE Tn6 FP inh -3, ASAP1 inh -1, LEDGF integ inh 4, proKLK7 act 0.0, ADAM10 inh 17, ARFGAP1 inhibitor -4, TDP2 inh -9, ADAM17 inh 8, PLC-gamma1 inh 4 and DDE Tn7 FP inh -4.
For NC(=O)c1cc(C(=O)c2ccccc2Cl)c[nH]1 the results were DDE Tn6 FP inh 2, ASAP1 inh 6, LEDGF integ inh 2, proKLK7 act -0.1, ADAM10 inh 11, ARFGAP1 inhibitor -6, TDP2 inh -18, ADAM17 inh 3, PLC-gamma1 inh 8 and DDE Tn7 FP inh -6.
c1ccc2c(OCCCCN3CCCC3)cccc2c1 was read as DDE Tn6 FP inh -4, ASAP1 inh 1, LEDGF integ inh 6, proKLK7 act 0.3, ADAM10 inh 0, ARFGAP1 inhibitor -10, TDP2 inh -8, ADAM17 inh 0, PLC-gamma1 inh 4 and DDE Tn7 FP inh -3.
`Cc1ccc(/C=C/S(=O)(=O)NCC(=O)OCC(=O)NCc2ccccc2)cc1` gave DDE Tn6 FP inh 5, ASAP1 inh 4, LEDGF integ inh -5, proKLK7 act 0.0, ADAM10 inh 3, ARFGAP1 inhibitor 5, TDP2 inh 7, ADAM17 inh -5, PLC-gamma1 inh -2 and DDE Tn7 FP inh 0.

Compound activity: PubChem BioAssay, The Scripps Research Institute Molecular Screening Center
